Screening data as filed in PubChem BioAssay.
pAkt inh = Akt phosphorylation inhibition | activity change, % for hits at 50 µM | AID 651550 | Neuro2A IGF-stimulated pAkt S473 HTRF, 20 min; stronger effect = lower value | 360,000 tested, 0.32% active; in the data active = activity change below about -80%; inconclusive = mostly about -51% to -80%; also: % is scaled to controls: 0 for no effect and ±100 for the full control effect
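Neuro2A cells (4,500/well, DMEM with 0.5% FBS) were treated with compound at a single 50 µM final concentration, stimulated with 6 nM IGF for 20 min at 37 °C, and lysed. Phospho-Akt Ser473 was read by HTRF as 665/615 ratio ×10^4.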
Nrf2 inh = blocks Nrf2 signaling | A549 ARE-Fluc reporter, luciferase luminescence, 18-24 h | Potency, µM (doses to about 46 µM), for the others: top-dose activity change, negative = inhibition, actives largely listed as inhibitors | 360,000 tested, 2.1% active; also: potency is read from the fitted curve at half-maximal effect; % is scaled to controls: 0 for no effect and ±100 for the full control effect; nearly all actives have a fitted effect of over 60% in size
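A549 ARE_Fluc cells (5000/well, 5% FBS OPTI-MEM) pre-incubated 2 h, then treated with compounds 18-24 h at 37C/5% CO2 in concentration-response. CellTiter-Fluor viability read first; BugLite luciferase luminescence after 15 min at room temperature gives Nrf2 activity.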
Mm-Cpn inhibitor = blocks the Methanococcus maripaludis chaperonin Mm-Cpn; purified Mm-Cpn ATPase, ADP Transcreener TR-FRET; AID 504842; Potency, µM (top dose mostly 76.9 µM), inactives show at the top dose activity, negative = inhibition, most hits filed as inhibitors; 330,000 tested, 0.031% active; also: potency is read from the fitted curve at half-maximal effect; % is scaled to controls: 0 for no effect and ±100 for the full control effect; nearly all actives have a fitted effect of over 80% in size
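Quantitative HTS used 25 nM Mm-CPN and 10 uM ATP in magnesium/KCl Tris buffer, pH 7.4, with 1 mM DTT. Hydrolysis ran 30 min at 37°C; ADP was read by HTRF.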
Nrf2 activator = activators of Nrf2 (ARE) signaling | AREc32 ARE-luciferase reporter (MCF7-derived line), luminescence, 24 h | Potency, µM (series often up to 46.1 µM), inactives show at the top dose activation, usual class: activators | 410,000 tested, 0.31% active | AID 624171; also: potency is read from the fitted curve at half-maximal effect; % of control where 0% means no effect; nearly all actives have a fitted effect of over 65% in size
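ARE activation measured as luciferase luminescence (Steady-Glo, 30 min RT) in AREc32_Fluc cells after 24 hr compound exposure at 37 deg C, 5% CO2; cells seeded overnight at 1000/well in OPTI-MEM, 5% FBS.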
EPAC2 ag = activates human EPAC2 exchange factor; Q8WZA2; EPAC2 activation, biochemical qHTS; response scale: 100% = 6.5 mM cAMP response; Potency, µM (doses to about 154 µM), without a hit: at the top dose activation, usual class: activators; 360,000 tested, 0.079% active; AID 720711; also: potency is read from the fitted curve at half-maximal effect; nearly all actives have a fitted effect of over 50% in size
Target sequence (Q8WZA2 whole entry, looked up): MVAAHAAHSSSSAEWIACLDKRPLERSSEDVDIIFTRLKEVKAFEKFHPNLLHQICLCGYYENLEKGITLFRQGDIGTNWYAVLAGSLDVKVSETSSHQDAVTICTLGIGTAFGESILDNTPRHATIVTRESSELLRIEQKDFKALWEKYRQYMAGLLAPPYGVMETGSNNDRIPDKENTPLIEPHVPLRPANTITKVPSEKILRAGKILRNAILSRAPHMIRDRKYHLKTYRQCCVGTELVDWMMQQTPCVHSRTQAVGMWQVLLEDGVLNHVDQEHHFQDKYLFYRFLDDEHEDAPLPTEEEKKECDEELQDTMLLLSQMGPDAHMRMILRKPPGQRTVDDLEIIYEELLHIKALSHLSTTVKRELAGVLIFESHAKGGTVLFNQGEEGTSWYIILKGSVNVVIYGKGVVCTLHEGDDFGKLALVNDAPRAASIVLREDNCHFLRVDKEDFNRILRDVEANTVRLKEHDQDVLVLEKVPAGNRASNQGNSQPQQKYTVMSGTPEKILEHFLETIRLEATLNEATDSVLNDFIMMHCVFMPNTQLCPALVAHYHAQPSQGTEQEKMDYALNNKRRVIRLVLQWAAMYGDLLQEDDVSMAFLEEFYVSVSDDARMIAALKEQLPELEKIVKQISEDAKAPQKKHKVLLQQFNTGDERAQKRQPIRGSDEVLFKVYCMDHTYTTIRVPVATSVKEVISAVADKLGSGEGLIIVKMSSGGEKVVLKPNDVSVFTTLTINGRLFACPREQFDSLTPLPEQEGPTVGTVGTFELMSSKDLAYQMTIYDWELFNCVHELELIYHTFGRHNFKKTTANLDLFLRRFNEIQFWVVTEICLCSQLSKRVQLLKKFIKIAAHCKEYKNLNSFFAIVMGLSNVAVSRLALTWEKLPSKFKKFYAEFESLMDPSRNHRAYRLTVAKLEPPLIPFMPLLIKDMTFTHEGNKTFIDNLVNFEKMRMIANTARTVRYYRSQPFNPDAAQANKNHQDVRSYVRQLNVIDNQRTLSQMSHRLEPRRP
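Each well held 100 nM EPAC2, 250 nM RAP1B-BODIPY-GDP and 50 uM GDP. Fluorescence, read at 5-min intervals to 30 min, was referenced to a 6.5 mM cAMP positive control.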
A549 tox = kills or reduces viability of A549 cells in Nrf2 counter-screen; A549 ARE-Fluc cells, CellTiter-Fluor viability, 18-24 h; Potency, µM (series often up to 46 µM), inactives show at the highest dose activity change, negative = cytotoxicity, hits mostly inhibitors; 390,000 tested, 0.16% active; AID 504648; also: potency is read from the fitted curve at half-maximal effect; % is scaled to controls: 0 for no effect and ±100 for the full control effect
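Cytotoxicity counterscreen: CellTiter-Fluor fluorescence was measured in A549 ARE_Fluc cells after 18-24 h of compound exposure in a concentration series. The subsequent BugLite luminescent read reports ARE-luciferase activity.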
EPAC2 antag = antagonists of human EPAC2; Q8WZA2; EPAC2 GEF exchange of Rap1B-BODIPY-GDP, fluorescence; Potency, µM (titrated, usually from 114 µM), without a hit: at the highest dose activity, negative = inhibition, most hits filed as inhibitors; 360,000 tested, 0.18% active; AID 720708; also: potency is read from the fitted curve at half-maximal effect; % is scaled to controls: 0 for no effect and ±100 for the full control effect; nearly all actives have a fitted effect of over 45% in size; many of its hits are not listed in these tables
CCT chaperon mod = cytosolic chaperonin activity modulation; AID 651819; activity change, % (concentration not given with the values), hits read low; 360,000 tested, 0.3% active; purified chaperonin ATPase assay, HTRF ADP detection, 30 min; in the data active = activity change below about -30%; also: % is scaled to controls: 0 for no effect and ±100 for the full control effect
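First, chaperonin was dispensed at 40 nM or 20 nM final depending on batch activity. Next, compounds were pinned at 76 uM and ATP added at 10 uM. After 30 min at 37 °C, ADP detection reagents ran 30 min at ambient temperature.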
TGFb inhibitor = inhibitors of TGF-b signaling | Potency, µM (titrated, usually from 46.1 µM), for the others: at the highest dose activity, negative = inhibition, actives largely listed as inhibitors | HepG2 CAGA-GFP TGF-b/SMAD3 reporter, GFP fluorescence, 18 h; TGF-beta stimulated, 500 pg/mL final | 410,000 tested, 1.2% active; also: potency is read from the fitted curve at half-maximal effect; % is scaled to controls: 0 for no effect and ±100 for the full control effect; nearly all actives have a fitted effect of over 65% in size
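Inhibition was scored as loss of TGF-beta-induced (500 pg/mL final, 18 hours, 37 degrees C) GFP in HEPG2 cells carrying a CAGA-GFP reporter, in DMEM with 1% FBS. Well GFP was summed per cell; Activity was normalised to unstimulated and stimulated DMSO wells, then concentration-response fitting.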
* = called active by the depositor; [ ] = another dose, or the depositor's remark. Unless noted, calls follow the shape of the dose curve; as a rule, active = well fitted curve in the direction sought with a large enough effect; inconclusive = small, poorly fitted or top-dose-only effect, or another doubt; inactive = no such curve, though single readings can be large; an effect the other way counts as inactive or inconclusive. The list is partial; the hit share may differ from the screen's.

How did Cc1cccc(/C=N/NC(=O)c2cc(Br)ccc2OCc2ccccc2)n1 do in these assays?
pAkt inh: inactive; Nrf2 inh: inconclusive; Mm-Cpn inhibitor: 0%; Nrf2 activator: 0.2%; EPAC2 ag: 1%; A549 tox: -28%; EPAC2 antag: 7%; CCT chaperon mod: 0.0; TGFb inhibitor: inconclusive

How did CCCCN1CCC(CN2C(=O)C(=O)NC[C@@H]2Cc2ccccc2)CC1 do in these assays?
pAkt inh: inactive; Nrf2 inh: 17%; Nrf2 activator: -0.1%; EPAC2 ag: 7%; A549 tox: 8%; EPAC2 antag: 28%; CCT chaperon mod: -0.5; TGFb inhibitor: -13%

Results for Nc1ccc(C(=O)OCc2nc3ccccc3s2)cc1 ?
pAkt inh: inactive; Nrf2 inh: inconclusive; Mm-Cpn inhibitor: 1%; Nrf2 activator: 3.1%; EPAC2 ag: 9%; A549 tox: 0%; EPAC2 antag: -4%; CCT chaperon mod: -2.2; TGFb inhibitor: 5%

How did CCOc1cc(C#N)c(NC(=O)c2cccnc2)cc1OCC do in these assays?
pAkt inh: inactive; Mm-Cpn inhibitor: -1%; Nrf2 activator: -0.8%; EPAC2 ag: 6%; A549 tox: inconclusive; EPAC2 antag: 6%; CCT chaperon mod: -1.4; TGFb inhibitor: -11%

Results for O=C(O)CN1C(=O)/C(=C2\C(=O)N(Cc3ccccc3Cl)c3ccccc32)SC1=S ?
pAkt inh: inactive; Nrf2 inh: 11%; Mm-Cpn inhibitor: -1%; Nrf2 activator: 5.4%; EPAC2 ag: 14%; A549 tox: 0%; EPAC2 antag: -7%; CCT chaperon mod: 2.2; TGFb inhibitor: -1%

What do the screens show for `Cc1[nH]n(-c2ccccc2)c(=O)c1C1(C(F)(F)F)C(=O)N(c2ccccc2)C2=C1C(=O)CC(C)(C)C2` (stereo not given)?
pAkt inh: inactive; Nrf2 inh: inconclusive; Mm-Cpn inhibitor: 0%; Nrf2 activator: 0.3%; EPAC2 ag: 11%; A549 tox: -9%; EPAC2 antag: 1%; CCT chaperon mod: -4.8; TGFb inhibitor: 2%

Results for CCOC(=O)Cc1csc(SCc2nc3ccccc3c(=O)[nH]2)n1 ?
pAkt inh: inactive; Nrf2 inh: -26%; Mm-Cpn inhibitor: 1%; Nrf2 activator: 2.9%; EPAC2 ag: -9%; EPAC2 antag: 9%; CCT chaperon mod: -1.2; TGFb inhibitor: -7%

How did COc1cc(OC)cc(C(=O)NCC2CCCN(C(=O)c3csc(C(C)C)n3)C2)c1 (stereo not given) do in these assays?
pAkt inh: inactive; Nrf2 inh: 5%; Mm-Cpn inhibitor: -2%; Nrf2 activator: -0.5%; EPAC2 ag: 2%; A549 tox: -1%; EPAC2 antag: -5%; CCT chaperon mod: 1.0; TGFb inhibitor: 2%

Results for O=C(CSc1nnc(-c2cccnc2)n1CCN1CCCCC1)Nc1cccc(Cl)c1 ?
pAkt inh: inactive; Nrf2 inh: 13%; Mm-Cpn inhibitor: 0%; Nrf2 activator: -0.3%; EPAC2 ag: 3%; A549 tox: 7%; EPAC2 antag: -4%; CCT chaperon mod: 0.4; TGFb inhibitor: 25%

What do the screens show for `COCCNC(=O)C1CC2Cn3c(nc4cc(Cl)c(Cl)cc43)C2N1C` (stereo not given)?
pAkt inh: inactive; Nrf2 inh: 15%; Mm-Cpn inhibitor: 0%; Nrf2 activator: 0.3%; EPAC2 ag: 2%; A549 tox: -2%; EPAC2 antag: 4%; CCT chaperon mod: 0.8; TGFb inhibitor: -3%

How did Cc1cccc(NC(=O)c2nc[nH]c2C(=O)N[C@H](C)c2ccccc2)c1 do in these assays?
pAkt inh: inactive; Nrf2 inh: inconclusive; Mm-Cpn inhibitor: 1%; Nrf2 activator: -3.2%; EPAC2 ag: 3%; A549 tox: -22%; EPAC2 antag: -23%; CCT chaperon mod: 0.3; TGFb inhibitor: inconclusive

What do the screens show for `CCN1C[C@@H]2[C@@H]3C(=O)N(Cc4ccccc4)C(=O)[C@@H]3[C@](Cc3ccccc3)(C1=O)N2C(=O)c1ccc(Cl)c(Cl)c1`?
pAkt inh: inactive; Nrf2 inh: inconclusive; Nrf2 activator: 0.0%; EPAC2 ag: 1%; A549 tox: -12%; EPAC2 antag: 4%; CCT chaperon mod: -0.3; TGFb inhibitor: -1%

How did OCCCn1c(C(CO)Nc2nc(-c3ccc(Cl)cc3)cs2)nc2ccccc21 (stereo not given) do in these assays?
pAkt inh: inactive; Nrf2 inh: -19%; Nrf2 activator: 6.6%; EPAC2 ag: 12%; A549 tox: 0%; EPAC2 antag: -16%; CCT chaperon mod: -2.1; TGFb inhibitor: 18µM*

Results for O=C(NC1=NCCS1)c1sc2cc(Cl)cc(Cl)c2c1Cl ?
pAkt inh: inactive; Nrf2 inh: 6%; Mm-Cpn inhibitor: -9%; Nrf2 activator: 12%; EPAC2 ag: 0%; A549 tox: -4%; EPAC2 antag: 2%; CCT chaperon mod: 0.9; TGFb inhibitor: 2%

Results for CCOC(=O)C1=C(O)/C(=C/c2cn(CC(=O)NCC3CCCO3)c3ccccc23)SC1=Nc1ccc(C)cc1 (stereo not given) ?
pAkt inh: inactive; Nrf2 inh: inconclusive; Nrf2 activator: -0.6%; EPAC2 ag: inconclusive; A549 tox: inconclusive; EPAC2 antag: 107%[activator]; CCT chaperon mod: -7.9; TGFb inhibitor: 37%[activator]

What do the screens show for `CC(C)CN(C(=O)COC(=O)CNC(=O)c1ccccc1F)C1CCS(=O)(=O)C1` (stereo not given)?
pAkt inh: inactive; Nrf2 inh: 11%; Mm-Cpn inhibitor: 1%; Nrf2 activator: 0.0%; EPAC2 ag: 2%; A549 tox: 8%; EPAC2 antag: 3%; CCT chaperon mod: -1.2; TGFb inhibitor: -9%

What do the screens show for `Cn1cnc2c(=O)oc3ccc(S(=O)(=O)N4CCN(c5ccccc5F)CC4)cc3c21`?
Nrf2 inh: 10%; Nrf2 activator: 0.6%; A549 tox: 10%; TGFb inhibitor: -29%

What do the screens show for `Cc1ccc(C(=O)Nc2ccc(Cl)cn2)cc1S(=O)(=O)N1CCOCC1`?
pAkt inh: inactive; Nrf2 inh: 6%; Mm-Cpn inhibitor: -3%; Nrf2 activator: 2.5%; EPAC2 ag: 2%; A549 tox: -6%; EPAC2 antag: 5%; CCT chaperon mod: -1.1; TGFb inhibitor: 0%

What do the screens show for `COC(=O)C1CC(=O)N(Cc2ccccc2)C1` (stereo not given)?
pAkt inh: inactive; Nrf2 inh: 4%; Mm-Cpn inhibitor: 1%; Nrf2 activator: 4.0%; EPAC2 ag: 3%; A549 tox: -1%; EPAC2 antag: 10%; CCT chaperon mod: -1.5; TGFb inhibitor: -1%

What do the screens show for `COc1ccc(-n2ccnc2CN2CCCC(CO)(Cc3cccc(OC)c3)C2)cc1` (stereo not given)?
pAkt inh: inactive; Nrf2 inh: 4%; Mm-Cpn inhibitor: 2%; Nrf2 activator: 0.2%; EPAC2 ag: 2%; A549 tox: 6%; EPAC2 antag: -8%; CCT chaperon mod: -0.7; TGFb inhibitor: inconclusive

In the list so far, these have an aryl methoxy group:
How did COc1cc(OC)cc(C(=O)NCC2CCCN(C(=O)c3csc(C(C)C)n3)C2)c1 (stereo not given) do in these assays?
pAkt inh: inactive; Nrf2 inh: 5%; Mm-Cpn inhibitor: -2%; Nrf2 activator: -0.5%; EPAC2 ag: 2%; A549 tox: -1%; EPAC2 antag: -5%; CCT chaperon mod: 1.0; TGFb inhibitor: 2%

What do the screens show for `COc1ccc(-n2ccnc2CN2CCCC(CO)(Cc3cccc(OC)c3)C2)cc1` (stereo not given)?
pAkt inh: inactive; Nrf2 inh: 4%; Mm-Cpn inhibitor: 2%; Nrf2 activator: 0.2%; EPAC2 ag: 2%; A549 tox: 6%; EPAC2 antag: -8%; CCT chaperon mod: -0.7; TGFb inhibitor: inconclusive

Other structures.
Results for O=C(Cn1ccc2cc(S(=O)(=O)N3CCCCCC3)ccc21)NCc1ccccc1Cl ?
Nrf2 inh: inconclusive; Nrf2 activator: 5.1%; A549 tox: -1%; TGFb inhibitor: -37%

Results for CCc1nc2ccc(C(=O)N3CCNC(=O)C3)cn2c1N(C)CCC(C)C ?
pAkt inh: inactive; Nrf2 activator: -0.2%; EPAC2 ag: 4%; EPAC2 antag: -4%; CCT chaperon mod: 0.1; TGFb inhibitor: -11%

What do the screens show for `C=C1C(C(=O)N2CCN(C)CC2)C1C(=O)N1CCN(C)CC1` (stereo not given)?
pAkt inh: inactive; Nrf2 inh: 6%; Mm-Cpn inhibitor: 3%; Nrf2 activator: -0.3%; EPAC2 ag: 5%; A549 tox: -3%; EPAC2 antag: 6%; CCT chaperon mod: -23; TGFb inhibitor: 1%

What do the screens show for `CSc1nc(C)cc(/C=C\c2ccccc2)c1C#N`?
pAkt inh: inactive; Nrf2 inh: -18%; Mm-Cpn inhibitor: -1%; Nrf2 activator: inconclusive; EPAC2 ag: 15%; A549 tox: -1%; EPAC2 antag: 11%; CCT chaperon mod: -4.2; TGFb inhibitor: -3%

Results for O=C1C2C3CC(C(Br)C3Br)C2C(=O)N1c1nccs1 (stereo not given) ?
pAkt inh: inactive; Nrf2 inh: 1%; Nrf2 activator: 3.0%; EPAC2 ag: 9%; A549 tox: 1%; EPAC2 antag: 1%; CCT chaperon mod: -0.8; TGFb inhibitor: 3%

How did Cc1ccc(OCC(=O)N2CCC(C)CC2)c([N+](=O)[O-])n1 do in these assays?
pAkt inh: inactive; Nrf2 inh: 20%; Mm-Cpn inhibitor: 3%; Nrf2 activator: 0.3%; EPAC2 ag: -2%; A549 tox: -2%; EPAC2 antag: 20%; CCT chaperon mod: -1.6; TGFb inhibitor: -15%
